Screens (PubChem)
TDP1 cell CPT: growth inhibition of DT40 Tdp1-/-;hTDP1 cells with camptothecin (screen for TDP1 inhibitors) | chicken DT40 Tdp1-/-;hTDP1 cells + 20 nM CPT, ATP luminescence, 48 h | Potency, µM (top dose mostly 46.2 µM), without a hit: at the highest dose activity change, negative = growth inhibition, most hits filed as inhibitors | 12% of 420,000 active | AID 686979; note: nearly all actives have a fitted effect of over 55% in size
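Chicken DT40 Tdp1-/- cells stably complemented with human TDP1 were seeded at 400 cells/well in medium containing 20 nM camptothecin, exposed to pin-transferred compounds, and grown at 37 °C for at least 48 hr. Viability was read as ATP luminescence.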
N370S GC mod: N370S glucocerebrosidase modulation, Gaucher chaperone candidate. Potency, µM (titrated, usually from 59.4 µM), for inactives: top-dose activity change, negative = inhibition, usual class: inhibitors. AID 2101. P04062. 0.092% of 330,000 active. N370S GC spleen homogenate, 4MU-glucoside fluorescence;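 note: 0% = full enzyme activity and -100% = no enzyme basal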
FEN1 inh: inhibitors of human flap endonuclease 1 | Recombinant FEN1 flap cleavage, fluorescence, 15 min | AID 588795 | 0.35% of 390,000 active | Potency, µM (titrated, usually from 114 µM), for inactives: at the top dose activity change, negative = inhibition, most hits filed as inhibitors; note: nearly all actives have a fitted effect of over 65% in size
Target sequence (P39748 whole entry, looked up): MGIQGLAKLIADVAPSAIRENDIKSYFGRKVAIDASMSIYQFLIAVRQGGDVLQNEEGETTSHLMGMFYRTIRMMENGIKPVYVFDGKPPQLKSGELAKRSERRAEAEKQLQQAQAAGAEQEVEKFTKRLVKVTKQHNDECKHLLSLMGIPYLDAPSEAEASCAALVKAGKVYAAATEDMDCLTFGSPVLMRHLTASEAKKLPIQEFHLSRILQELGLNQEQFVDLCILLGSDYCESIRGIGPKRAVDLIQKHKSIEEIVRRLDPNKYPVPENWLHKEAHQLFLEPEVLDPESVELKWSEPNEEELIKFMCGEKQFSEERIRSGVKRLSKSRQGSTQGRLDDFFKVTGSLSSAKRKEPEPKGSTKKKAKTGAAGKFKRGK
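Recombinant FEN1 (10 nM) was preincubated with pin-transferred compounds for 15 min at room temperature, then flap DNA substrate (50 nM final) was added. Plates were read at 0 and 15 min, and normalized concentration–response data were fitted to a four-parameter Hill equation.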
Numbers without * were called inactive; ? = inconclusive; nt = not tested or not shown. Calls come from the whole dose curve; as a rule, active = well fitted curve in the direction sought with a large enough effect; inconclusive = small, poorly fitted or top-dose-only effect, or another doubt; inactive = no such curve, though single readings can be large; an effect the other way counts as inactive or inconclusive. Unless noted, % is set by controls: 0 for no effect and ±100 for the full control effect; potency is the fitted concentration of half-maximal effect.

Preview, three compounds:
SMILES | TDP1 cell CPT | N370S GC mod | FEN1 inh
O=C(O)C1C2C=CC(C2)C1C(=O)NC1CCN(Cc2ccccc2)CC1 (stereo unspecified) | -13% | -11% | 5%
Cc1c(Br)c(C(F)(F)F)nn1CC(=O)N1CCCC1 | -11% | -4% | 9%
O=C(Cn1cc2c(n1)CCCC2)NCCCN1CCCC1 | 26% | 1% | 0%

All compounds of this part, from the start:
SMILES | TDP1 cell CPT | N370S GC mod | FEN1 inh
O=C(O)C1C2C=CC(C2)C1C(=O)NC1CCN(Cc2ccccc2)CC1 (stereo unspecified) | -13% | -11% | 5%
Cc1c(Br)c(C(F)(F)F)nn1CC(=O)N1CCCC1 | -11% | -4% | 9%
O=C(Cn1cc2c(n1)CCCC2)NCCCN1CCCC1 | 26% | 1% | 0%
OC(COCC1COc2ccccc2O1)CN1CCN(c2ccc(F)cc2)CC1 (stereo unspecified) | 13µM* | 2% | -4%
CCOC(=O)c1cn(-c2ccccc2)nc1-c1cccnc1 | -12% | 23% | 0%
CCSc1nc2c(cnn2-c2ccc(C)c(C)c2)c(=O)[nH]1 | -1% | 8% | 7%
CCOc1ccccc1CN1CCNC(=O)C1CC(=O)NCc1nc(C)cs1 (stereo unspecified) | -15% | -2% | 10%
CCN(CC)c1nc(Oc2ccc(C(=O)NN)cc2)nc(Oc2ccc(C(=O)NN)cc2)n1 | 8% | -15% | -1%
CCN(CC)S(=O)(=O)c1cccc(C(=O)Nc2cc3oc4ccccc4c3cc2OC)c1 | 16µM* | 11% | -8%
COc1cccc(/C=N/NC(=O)c2ccc(=O)n(C)c2)c1O | 5.8µM* | -11% | -19%
CNC(=S)Nc1cc(S(=O)(=O)Nc2cc(Cl)ccc2Cl)ccc1N1CCCC1 | -24% | -12% | 13%
CCOC(=O)COc1nc2ccc(Br)cc2c(-c2ccccc2)c1C(C)=O | -19% | -24% | -1%
O=C(CCN1C(=O)C2CC=CCC2C1=O)NC1CCCCC1 (stereo unspecified) | -7% | -16% | -3%
COc1cc(NC(=O)CN2C(=O)NC(C)(c3ccccc3)C2=O)c(C)cc1[N+](=O)[O-] (stereo unspecified) | 15% | -10% | 1%
COc1ccccc1NS(=O)(=O)c1cc(NC(=O)c2sccc2C)ccc1N1CCCC1 | ? | 6% | 0%
COc1ccc(CN2CCN(C(=O)c3cccs3)CC2)cc1Br | ? | -20% | 13%
CCOc1ccc(CCNC(=O)C2(c3ccccc3)CC2)cc1OCC | ? | 0% | 0%
Cc1ccc(-n2c(=O)c3c(c4cc(C)ccc4n3C)n(CC(=O)NCc3ccccc3Cl)c2=O)cc1 | 7% | nt | -2%
CSc1cccc(NC(=O)CN(C)S(=O)(=O)c2ccc(F)cc2)c1 | ? | -3% | -4%
CC1C/C(=C/c2ccncc2)C(=O)/C(=C/c2ccncc2)C1 (stereo unspecified) | 0.65µM* | -2% | -23%
Cc1ccccc1[C@@H](NC(=O)OC(C)(C)C)C(=O)OC(C)(C)C | -5% | nt | -19%
Cc1ccnc(SCCn2c(N3CCC(C)CC3)nc3c2c(=O)[nH]c(=O)n3C)n1 | -3% | -6% | 19%
COc1ccc(NC(=O)c2cn(-c3ccccc3)nc2-c2cc3ccccc3o2)cc1 | 16µM* | 4% | -16%
C=C(C)CSc1nc2ccccc2[nH]1 | -19% | -9% | -11%
COc1ccccc1OCCNC(=O)C1CC(=O)N(Cc2ccccc2)C1 (stereo unspecified) | 3% | nt | -4%
CCCCNc1c(-c2ccc(OC)c(Sc3ccc(OC)cc3)c2)nc2ccccn12 | 4.1µM* | -7% | -19%
O=C(N/N=C/c1ccccc1)c1[nH]c2ccc(Br)cc2c1-c1ccccc1 | 1.2µM* | 7% | -3%
O=C(O)c1cccc(CSc2nnc(Cc3ccccc3)o2)c1 | -4% | -13% | 12%
COc1ccc(CCNC(=O)CN(C)S(=O)(=O)c2ccc3nc(C)sc3c2)cc1OC | -28% | 0% | -10%
COc1ccc(CCNC(=O)CCC(=O)N2CC(C)Oc3ccc(Cl)cc32)cc1OC (stereo unspecified) | 18µM* | 2% | 1%
CC12CCC3C(CCC4CC(O)CCC43C)C1CC(O)C2 (stereo unspecified) | -30% | nt | -14%
Cc1ccccc1Nc1sc(C(=O)c2ccc(F)cc2)c(N)c1C(=O)NCCc1ccccc1 | ? | nt | -7%
CCN1C(=O)[C@@H]2[C@@H](c3ccc(-c4ccc(Cl)c(Cl)c4)cc3)N3CCCC[C@@]3(C(=O)OC)[C@@H]2C1=O | 18µM* | 3% | -10%
COc1ccc(N(CC(=O)NCc2cccs2)S(=O)(=O)c2c(C)n[nH]c2C)cc1 | -7% | ? | 10%
CC(=O)N1CCN=C1SCc1ccc(F)cc1 | -9% | -7% | -16%
COc1ccc(NC(=O)Nc2cccc(F)c2)c(OC)c1 | -5% | 4% | 11%
COc1cccc(-n2cnnc2SCC(=O)NC2CC2)c1 | 4% | nt | 22%
COc1ccccc1NC1SC(=O)N(c2ccccc2)C1=O (stereo unspecified) | -28% | -26% | 4%
CCN1C(=O)c2ccccc2Sc2ccc(C(=O)NCCCN3CCOCC3)cc21 | 1% | -9% | 10%
CCC1CCC2(CC1)NNC(=S)NN2 | ? | nt | -5%

Profiles, looked up by structure. Order of values: TDP1 cell CPT | N370S GC mod | FEN1 inh
Entry for Cc1ccnc(SCCn2c(N3CCC(C)CC3)nc3c2c(=O)[nH]c(=O)n3C)n1 : -3% | -6% | 19%
Entry for CCN(CC)c1nc(Oc2ccc(C(=O)NN)cc2)nc(Oc2ccc(C(=O)NN)cc2)n1 : 8% | -15% | -1%
Entry for CCSc1nc2c(cnn2-c2ccc(C)c(C)c2)c(=O)[nH]1 : -1% | 8% | 7%
Entry for CC1C/C(=C/c2ccncc2)C(=O)/C(=C/c2ccncc2)C1 (stereo unspecified) : 0.65µM* | -2% | -23%

Continuation:
SMILES | TDP1 cell CPT | N370S GC mod | FEN1 inh
COc1ccc(-n2c(C)c(C)c3c(NCCN(C)C)ncnc32)cc1 | -15% | -16% | 1%
C=CCOc1c(CNc2ccc(C(=O)O)cc2)cccc1OCC | -16% | nt | -12%
C[C@]12c3[nH]c4ccccc4c3CCN1C(=O)C(CC(=O)NCC13CC4CC(CC(C4)C1)C3)C[C@@H]2C(=O)N1CCCCC1 (stereo partly specified) | 21µM* | nt | -29%
O=C(NCCCc1nc2ccccc2n1CCCOc1ccccc1)C1CCCCC1 | 11µM* | nt | -1%
CC(=O)Nc1ccc(S(=O)(=O)NC2(C(F)(F)F)C(=O)Nc3c2c(=O)[nH]c(=O)n3Cc2ccccc2)cc1 (stereo unspecified) | -7% | 1% | 4%
Cc1ccc(N2CCN(C(=O)Cn3ncc4c([nH]c5ccc(C)cc54)c3=O)CC2)c(C)c1 | -25% | nt | ?
Cc1ccc(NC(=O)CN(C)C(=O)c2cc(S(=O)(=O)N(C)C)ccc2N2CCCC2)cc1 | ? | -2% | -6%
Clc1cccc(-c2nc(NCc3cccnc3)c3ccccc3n2)c1 | -5% | ? | -2%
CCN(Cc1ccccc1)S(=O)(=O)c1ccc2c(c1)NC(=O)CC(=O)N2 | -16% | ? | 17%
COC(=O)c1c(NC(=O)c2ccc(S(=O)(=O)N(C)C3CCCCC3)cc2)sc2c1CCN(C)C2 | -105% | nt | -1%
CCc1ccc(OC(=O)Nc2ccccc2)cc1 | 1% | -2% | -5%
C[C@H](NC(=O)c1nc[nH]c1C(=O)N(C)Cc1ccccc1)c1ccccc1 | -28% | nt | 12%
O=C(CCNS(=O)(=O)c1ccccc1F)N1CCN(C/C=C/c2ccccc2)CC1 | 4% | -3% | -6%
CCOC(=O)N1CCN(C(=O)COc2ccc(S(=O)(=O)NC3CCCCC3)cc2C)CC1 | ? | 4% | -3%
CCN(CC(=O)Nc1ccccc1C(F)(F)F)C(=O)COc1cccc2c1OC(C)(C)C2 | 6% | -5% | -2%
Cc1cc(C(=O)NCCc2ccc(Cl)cc2)c(C)o1 | -14% | -13% | 0%
COc1cccc(OC)c1C(=O)OCCCOC(=O)c1c(OC)cccc1OC | -27% | -19% | -11%
CCc1ccccc1N(CC(=O)N1CCCC1)S(C)(=O)=O | -1% | -7% | -3%
COc1ccc(CC(=O)NCC2COc3ccccc3O2)cc1 (stereo unspecified) | 4% | 13% | 4%
Cc1ccccc1N1C(=O)c2cccc([N+](=O)[O-])c2C1=O | -10% | 0% | 0%

Part of the list above in order of SMILES length, low to high.
SMILES | TDP1 cell CPT | N370S GC mod | FEN1 inh
O=C(NCCCc1nc2ccccc2n1CCCOc1ccccc1)C1CCCCC1 | 11µM* | nt | -1%
CCN(Cc1ccccc1)S(=O)(=O)c1ccc2c(c1)NC(=O)CC(=O)N2 | -16% | ? | 17%
COC(=O)c1c(NC(=O)c2ccc(S(=O)(=O)N(C)C3CCCCC3)cc2)sc2c1CCN(C)C2 | -105% | nt | -1%

(cont.)
SMILES | TDP1 cell CPT | N370S GC mod | FEN1 inh
CCOC(=O)CSC1=C(C#N)C(=O)NC(c2ccc(OC)c(OC)c2)S1 (stereo unspecified) | 16µM* | -13% | -5%
N#Cc1ccc(CN2CCCC3(CCN(C(=O)c4cnccn4)CC3)C2)cc1 | -9% | -2% | nt
COc1ccc(-c2nnc(SC)o2)c(OC)c1 | -2% | 1% | 0%
O=C(c1ccc(Cl)nc1)N1CCN(S(=O)(=O)c2ccc(Cl)cc2)CC1 | ? | -3% | 11%
COc1ccccc1-c1cc(C(F)(F)F)c(C#N)c(=O)[nH]1 | 27% | 25% | 10%
COc1cccc(CN(C)C(=O)c2ccc(OCC(=O)N3CCOCC3)c(OC)c2)c1 | 5% | nt | 0%
Nc1cccc(-c2csc(-n3ncc(C(=O)O)c3C(F)(F)F)n2)c1 | 3% | -9% | 14%
COC(=O)c1sc2nc(CN3CCOCC3)nc(N3CCOCC3)c2c1C | -13% | -4% | -4%
COc1ccc2[nH]cc(CCNc3ccnc(-c4cccc(C#N)c4)n3)c2c1 | ? | -7% | nt
Cc1cc(C)nc(SCc2nnc(SCC(=O)Nc3ccc(C)c(C)c3)o2)n1 | -7% | -20% | 4%
CCOC(=O)c1cccc(NC(=O)c2ccco2)c1 | -23% | 0% | -10%
CC(O)CNc1ccc(-c2n[nH]c(=O)c3ccccc23)cc1[N+](=O)[O-] (stereo unspecified) | ? | -3% | 0%
Cc1nc(-c2ccccn2)nc(SCC(=O)c2ccc(F)cc2)c1Cl | ? | ? | -20%
COc1ccc(CSc2ncnc3sccc23)cc1F | -18% | -2% | -5%
Cn1nnnc1SCCCNCc1ccccc1OCc1ccc(F)cc1 | ? | nt | -10%
CC(C)(C)n1nnnc1C(c1cccc(C#N)c1)N1CCC(Cc2ccccc2)CC1 (stereo unspecified) | ? | 6% | -9%
Cc1ccc(N2CC(C(=O)Nc3nnc(SCC(=O)Nc4nc(C)cs4)s3)CC2=O)cc1 (stereo unspecified) | ? | 12% | -18%
Cc1ccc(C)c(S(=O)(=O)NCC(=O)Nc2ccc3c(c2)OCO3)c1 | -1% | -9% | -1%
CN(CC(=O)NCc1cccnc1)S(=O)(=O)c1cc(Cl)ccc1Cl | ? | -27% | -3%
O=C1C(C=NCCCN2CCCC2=O)=C(O)c2ccccc21 | 4% | 7% | 5%
CCN(CC)CCCNC(=S)N(CCO)Cc1cc2cc3c(cc2[nH]c1=O)OCO3 | -9% | ? | -15%
CCCCNC(=O)CCn1nc(-c2ccccc2)c2ccccc2c1=O | -7% | -11% | -14%
CC(C)C(=O)Nc1cccc(C(=O)NCc2ccc(S(N)(=O)=O)cc2)c1 | 9% | 9% | -1%
O=C(O)/C(=C\c1cccc(O)c1)c1ccc(S(=O)(=O)N2CCCC2)s1 | -14% | nt | -1%
CCCCn1c(N)c(N(CCC(C)C)C(=O)c2ccc3c(c2)OCO3)c(=O)[nH]c1=O | -2% | 0% | 0%
O=C(CNc1ccc(F)cc1)c1ccccc1 | ? | 1% | -11%
COc1ccc2cc3cc(C(=O)N(C)C4CCCCC4)oc3nc2c1 | ? | 26% | -8%
O=C(Nc1ccccc1C(=O)N1CCCCC1)c1cccs1 | 13% | -7% | -3%
CC(O)c1c(-c2ccccc2)nn(C)c1Cl (stereo unspecified) | -2% | -20% | -4%
c1ccc(-c2cnc(-c3ccccc3)nn2)cc1 | 2% | nt | 2%
Nc1nc(NCc2ccccc2Cl)n(-c2ccccc2)n1 | 1% | -2% | 5%
CCOC(=O)N/N=C/c1ccc(C)o1 | -21% | 5% | -1%
CCOc1cccc(CN2CCC(n3nccc3NC(=O)c3ccc4c(c3)OCO4)CC2)c1 | ? | -6% | 8%
CCCCn1c(N)c(N(CCC(C)C)C(=O)c2ccc3ccccc3c2)c(=O)[nH]c1=O | -18% | nt | 6%
O=C(NCCCNC(=O)c1cccnc1)c1ccc(Cl)cc1 | 5% | -2% | -2%
NC(=O)C1CCN(C(=O)Nc2ccccc2)CC1 | 3% | 0% | -14%
COc1cc(-c2c(C#N)c(N)nc3[nH]c(=S)[nH]c(=O)c23)ccc1O | -13% | -14% | 1%
Cc1ccc(S(=O)(=O)C2(C(=O)NCc3ccc4c(c3)OCO4)CC2)cc1 | ? | -7% | -19%
COc1cc(OC)cc(C(=O)Nc2cccc(NC(C)=O)c2)c1 | -7% | -3% | -5%

Only part of the results is shown; count on the stated rates, not on these rows.
